Caspase-1 inhib: allosteric or competitive inhibitors of human caspase-1. P29466. Caspase-1 enzyme, Ac-WEHD-AFC fluorogenic rate. Potency, µM (doses to about 57.5 µM), inactives show at the highest dose activity change, negative = inhibition, usual class: inhibitors. hit rate 0.03% among 75,000;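 further: potency means the concentration at half of the fitted maximal effect; plate controls were vehicle for no effect and no substrate for full effect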
Casp7 inh: allosteric or competitive inhibitors of human caspase-7; P55210; recombinant caspase-7, Ac-DEVD-AFC fluorescence rate; Potency, µM (series often up to 57.5 µM), inactives show at the top dose activity change, negative = inhibition, most hits filed as inhibitors; hit rate 0.02% among 75,000; active means well fitted inhibition curve with a large enough effect in the main read-out, with a control signal flat, not every such curve was filed as active; inconclusive means small, poorly fitted or top-dose-only effect, or a change in a side signal; further: potency means the concentration at half of the fitted maximal effect; % of control where 0% means no effect
Target sequence (P55210 24-198 limits assumed): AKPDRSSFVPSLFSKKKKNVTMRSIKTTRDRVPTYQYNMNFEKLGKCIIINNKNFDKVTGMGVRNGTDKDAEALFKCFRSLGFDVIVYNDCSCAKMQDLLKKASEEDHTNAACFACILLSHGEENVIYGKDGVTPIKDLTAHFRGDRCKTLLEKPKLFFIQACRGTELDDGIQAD
Target sequence (P55210 207-303 limits assumed): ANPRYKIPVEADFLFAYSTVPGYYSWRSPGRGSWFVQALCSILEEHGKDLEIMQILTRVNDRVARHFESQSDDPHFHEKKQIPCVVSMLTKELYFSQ
BRCT inh green: BRCA1 BRCT-phosphoprotein interaction inhibition; P38398; BRCA1 BRCT-phosphopeptide binding, green fluorescence polarization; Potency, µM (doses to about 76.9 µM), inactives show at the top dose activity change, negative = inhibition, usual class: inhibitors; hit rate 0.05% among 75,000; AID 875;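 further: potency means the concentration at half of the fitted maximal effect; plate controls were peptide without protein for full effect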
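Compounds were incubated for 12 min at room temperature with a complex of 100 nM fluorescein-tagged pBACH1 decapeptide and 250 nM His-tagged BRCT protein. Buffer was phosphate pH 7.3 with EDTA, DTT and Tween 20. Disruption of binding lowers the polarization signal.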
HEK293 cAMP cs: raises cAMP in parental HEK293 cells, TSHR agonist counter-screen; parental HEK293 CNG cAMP sensor, membrane potential fluorescence; Potency, µM (series often up to 57.1 µM), for the others: at the top dose activation, hits mostly activators; hit rate 2.5% among 73,000; further: potency means the concentration at half of the fitted maximal effect; % of control where 0% means no effect; nearly all actives have a fitted effect of over 55% in size
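Parental HEK 293 cells stably expressing a modified CNG channel (no TSHR) report cAMP rise as membrane depolarization. Membrane potential dye with 100 uM RO 20-1724 was loaded for 60 min at room temperature, then compound added for 30 min; fluorescence read at 590 nm.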
UbGFP stabilizer: ubiquitin-GFP accumulation via proteasome inhibition; Ubiquitin-GFP reporter cells, proteasome inhibition, GFP fluorescence; response scale: untreated = 0%, 10 µM MG-132 = 100%; Potency, µM (titrated, usually from 45.9 µM), without a hit: at the highest dose activation (GFP accumulation), most hits filed as activators; 67,000 tested, under 10 active; AID 526; active means well fitted activation curve with a large enough effect, not every such curve was filed as active; inconclusive means small, poorly fitted or top-dose-only effect, or another doubt; inactive means no such curve, though single readings can be large or run the other way; further: potency means the concentration at half of the fitted maximal effect
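Proteasome blockade was scored as a rise in GFP-expressing U2OS cells carrying a ubiquitin(G76V)-GFP construct, imaged after 4 hr compound treatment at 37 °C across a 46 uM–2.9 nM series.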
A350 autofl: A350 region autofluorescence | Compound autofluorescence, 340/450 nm, Alexa 350 dye-equivalents; hits give high values | max dye-equivalent concentration, M | hit rate 11% among 59,000; in the data active means max dye-equivalent concentration above about 10 nM; inconclusive means mostly about 1.1 nM to 9.6 nM
USP2a inhib: USP2a (human) protease inhibition. O75604. USP2a enzymatic assay, qHTS inhibition. Potency, µM (highest dose often 38.3 µM), inactives show at the highest dose activity change, negative = inhibition, hits mostly inhibitors. hit rate 0.1% among 60,000;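 further: potency means the concentration at half of the fitted maximal effect; nearly all actives have a fitted effect of over 60% in size; plate controls were DMSO for no effect and NEM full inhibition control for full effect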
Target sequence (O75604 whole entry, looked up): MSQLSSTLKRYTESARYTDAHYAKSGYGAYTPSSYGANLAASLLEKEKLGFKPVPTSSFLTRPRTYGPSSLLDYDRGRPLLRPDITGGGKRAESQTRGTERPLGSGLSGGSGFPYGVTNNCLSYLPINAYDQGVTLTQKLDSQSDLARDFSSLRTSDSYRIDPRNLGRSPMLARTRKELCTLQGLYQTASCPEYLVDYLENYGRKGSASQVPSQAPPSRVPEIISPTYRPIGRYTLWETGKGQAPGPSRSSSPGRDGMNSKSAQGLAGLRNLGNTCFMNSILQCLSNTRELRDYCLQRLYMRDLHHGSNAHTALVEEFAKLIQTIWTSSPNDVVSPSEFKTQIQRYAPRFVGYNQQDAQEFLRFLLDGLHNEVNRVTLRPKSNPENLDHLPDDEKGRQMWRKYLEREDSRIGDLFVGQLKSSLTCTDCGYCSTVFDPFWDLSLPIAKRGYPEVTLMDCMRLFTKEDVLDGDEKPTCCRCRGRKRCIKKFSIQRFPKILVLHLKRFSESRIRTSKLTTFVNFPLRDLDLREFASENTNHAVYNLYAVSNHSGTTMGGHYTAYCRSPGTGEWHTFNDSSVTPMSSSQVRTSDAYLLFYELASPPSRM
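Inhibition is measured in a cell-free coupled assay with 20 nM USP2 core, 20 nM Ub-PLA2 and 20 uM NBD C6-HPC, 2.5 h incubation. Activity normalized to NEM control.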
Fluorescein autfl: compound autofluorescence in fluorescein spectral region. Compound autofluorescence, 480/540 nm, fluorescein-equivalent; hits give high values. max fluorescein-equivalent concentration, M. hit rate 0.91% among 59,000. AID 593; in the data active means max fluorescein-equivalent concentration above about 10 nM; inconclusive means between about 1.1 nM and that limit
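Spectral profiling of library compounds in the fluorescein window (480 nm excitation, 540 nm emission) after 15 min at room temperature in pH 8.0 Tris (100 mM). Values are dye-equivalent concentrations.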
Epigenetic mod: epigenetic GFP locus derepression in mouse cells | mouse C127i GFP locus derepression, cytometry, 30 h | Potency, µM (series often up to 46.1 µM), for the others: at the top dose GFP derepression (activation) | hit rate 0.09% among 68,000 | AID 597; further: % of control where 0% means no effect
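Murine C127i mammary cells carrying a silenced, stably integrated CMV-driven GFP reporter were treated with compound for 30 hours at 37 C. After PBS washes, GFP-positive cells were counted by laser-scanning microplate cytometry.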
BRCT inh red: inhibitors of human BRCA1 BRCT-phosphoprotein interaction (red fluorophore) | Potency, µM (titrated, usually from 76.9 µM), for inactives: top-dose activity change, negative = inhibition, hits mostly inhibitors | AID 892 | P38398 | hit rate 0.03% among 75,000 | BRCT-phosphopeptide binding, red fluorescence polarization; further: on the % scale 0 is the no-effect control and ±100 the full control effect
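Rhodamine-labelled pBACH1 10-mer (100 nM) bound to BRCT domain (100 nM) at pH 7.3; compounds incubated 12 min room temperature, polarization read. Free peptide defines full inhibition; unlabelled decapeptide titrated as control.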
4MU fluor: compounds fluorescent in 4-MU spectral region; compound autofluorescence, 340/450 nm, 4-MU equivalents; hits give high values; AID 589; hit rate 11% among 59,000; max dye-equivalent concentration, M; in the data active means max dye-equivalent concentration above about 10 nM; inconclusive means mostly about 1.1 nM to 9.6 nM
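Intrinsic fluorescence at 340/450 nm (ex/em) was read after 15 min at room temperature in pH 8.0, 100 mM Tris. Each compound concentration expressed as 4-MU-equivalent concentration from a six-point 4-MU standard series on each plate.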
* marks the source's active call; other numbers are inactive results; i = inactive; ? = inconclusive; . = not tested or not shown; [ ] = dose if it differs, or a comment. Unless noted, the call rests on the fitted dose curve; in most records, active means well fitted curve in the direction sought with a large enough effect; inconclusive means small, poorly fitted or top-dose-only effect, or another doubt; inactive means no such curve, though single readings can be large; an effect the other way counts as inactive or inconclusive.

SMILES	Caspase-1 inhib	Casp7 inh	BRCT inh green	HEK293 cAMP cs	UbGFP stabilizer	A350 autofl	USP2a inhib	Fluorescein autfl	Epigenetic mod	BRCT inh red	4MU fluor
O=C(OCCO)c1cc(Cl)c(C(=O)OCCO)cc1Cl	-1%	0%	-3.4%	3%	-6%	.	.	.	7%	-1.8%	.
CCOC(=O)NC(=O)CSc1nnnn1-c1ccc(C)cc1	3%	-4%	-4.2%	5%	-2%	i	0%	?	0%	-0.2%	i
COC(=O)c1ccc(C)c(NC(=O)Cn2cnc3ccccc3c2=O)c1	2%	1%	-3.8%	1%	6%	i	2%	i	0%	1.2%	i
Cc1csc(NC(=O)C2CCCN2C(=O)OCC(C)C)n1 (stereo not drawn)	1%	-3%	-2.6%	4%	.	i	6%	?	-2%	0.9%	i
CC(=O)OC1CC[C@]2(C)C(=CCC3C4CCC(C(C)CCCC(C)C)[C@]4(C)CCC32)C1 (stereo partly drawn)	0%	0%	-0.4%	.	.	.	4%	.	.	1.4%	.
N#Cc1ccccc1Sc1ccccc1C(=O)OCc1nnc(-c2ccccc2)o1	1%	-2%	-1.3%	29%	1%	i	12%	?	4%	-1.1%	i
Cc1noc(NS(=O)(=O)c2cccc3c(N(C)C)cccc23)c1C	-13%	-23%	-1.1%	?	-3%	.	.	.	0%	0.3%	.
O=C(Nc1ccccc1)N1CC[C@@]2(CCCN(C(=O)c3csnn3)C2)C1	-7%	-6%	-1.7%	13%	-4%	i	15%	i	2%[9.22 µM]	-1.2%	i
CC(C)CC1(C(=O)NCC2CC2)C=CCN1C(=O)c1ccccc1 (stereo not drawn)	0%	-4%	-2.1%	?	.	.	.	.	.	-0.4%	.
Nc1ccc[n+](Cc2ccccn2)c1	-1%	1%	-2.3%	-2%	6%	2e-08M*	-6%	i	-1%	0.8%	2.1e-08M*
O=C1NC2CCCCC2NC1CC(=O)N1CCN(c2ccccc2)CC1 (stereo not drawn)	0%	-1%	-1.8%	-2%	-5%	i	-3%	i	8%	-0.8%	i
Cc1ccc(S(=O)(=O)Cn2nnnc2C(CC(C)C)N2CCN(C(=O)c3ccco3)CC2)cc1 (stereo not drawn)	-5%	-1%	-5.3%	7%	-3%	i	34%[activator]	i	-2%	-2.2%	i
Cc1ccc(C)c(NC(=O)C2CC=CCC2C(=O)O)c1 (stereo not drawn)	-3%	-1%	-2.7%	3%	-3%	.	1%	.	0%	1.0%	.
CCCCNc1nc(C)nc2c1nc(-c1ccccc1)n2CCN1CCCCC1	-1%	1%	-0.1%	13µM*	-5%	.	.	.	.	0.4%	.
COc1ccc(N(C(=O)c2ccco2)C(C(=O)NC2CCCC2)c2ccc(N(C)C)cc2)cc1OC (stereo not drawn)	-1%	-2%	-0.4%	20%	-7%	i	.	i	-3%	0.0%	i

Some of the entries above in a different format:
> N#Cc1ccccc1Sc1ccccc1C(=O)OCc1nnc(-c2ccccc2)o1
  Caspase-1 inhib = 1%
  Casp7 inh = -2%
  BRCT inh green = -1.3%
  HEK293 cAMP cs = 29%
  UbGFP stabilizer = 1%
  A350 autofl = i
  USP2a inhib = 12%
  Fluorescein autfl = ?
  Epigenetic mod = 4%
  BRCT inh red = -1.1%
  4MU fluor = i

> Cc1noc(NS(=O)(=O)c2cccc3c(N(C)C)cccc23)c1C
  Caspase-1 inhib = -13%
  Casp7 inh = -23%
  BRCT inh green = -1.1%
  HEK293 cAMP cs = ?
  UbGFP stabilizer = -3%
  A350 autofl = .
  USP2a inhib = .
  Fluorescein autfl = .
  Epigenetic mod = 0%
  BRCT inh red = 0.3%
  4MU fluor = .

(further entries)
SMILES	Caspase-1 inhib	Casp7 inh	BRCT inh green	HEK293 cAMP cs	UbGFP stabilizer	A350 autofl	USP2a inhib	Fluorescein autfl	Epigenetic mod	BRCT inh red	4MU fluor
O=C(c1ccco1)c1cn[nH]c1-c1ccc(Cl)cc1O	-2%	1%	0.5%	-13%	2%	?	0%	i	0%	-1.1%	?
CCOC(=O)c1c(C)[nH]c(C(=O)CSc2nnc(CC(C)c3ccccc3)o2)c1C (stereo not drawn)	-1%	-4%	-0.3%	?	-3%	i	18%	i	17%	-0.3%	i
COCCn1c(C)cc(C(=O)COC(=O)c2cc3c(s2)CCC3)c1C	-9%	?	-3.5%	?	-2%	i	18%	i	3%	-7.7%	i
c1ccc(-n2nnnc2-n2nnc3ccccc32)cc1	0%	-1%	-2.0%	11%	-3%	i	-5%	?	-1%	-0.1%	i
Nc1ccc(-c2nc3c(Cl)cc(N)cc3[nH]2)cc1	-4%	2%	-1.3%	-5%	3%	4.3e-07M*	22%	i	0%	-0.3%	5.4e-07M*
CCCc1cc(C(=O)NCc2ccc(OC)cc2)no1	1%	-3%	-0.2%	8%	-10%	.	.	.	3%	0.9%	.
C=C1C2=CC(=O)OC(c3ccoc3)[C@]2(C)CCC1[C@]1(C)C=CC(=O)C(C)(C)C1CC(=O)OC (stereo partly drawn)	-3%	-1%	-2.7%[3.08 µM]	.	.	.	45%[activator]	.	.	-1.4%	.
CCCCNC(=O)C(c1ccc(OCC(=O)OC)c(C(=O)OC)c1)N(Cc1ccccn1)C(=O)CCCCCN1C(=O)NC(c2ccc(-c3ccccc3)cc2)C(C(=O)OCc2ccccc2)=C1C (stereo not drawn)	-2%	-1%	-2.4%	?	.	.	.	.	.	-1.4%	.
COC(=O)c1ccc(N2C(=O)c3ccc(OC)c(OC)c3C2=O)cc1	1%	0%	-0.4%	4%	3%	3.8e-08M*	-1%	i	4%	-1.4%	5.7e-08M*
Cc1ccc(N2CC(C(=O)NCCC(C)C)CC2=O)cc1 (stereo not drawn)	-1%	1%	-0.9%	-1%	7%	i	-1%	?	0%	-0.8%	i
COc1ccc2c(c1)OCC(Cc1ccc(OC)c(O)c1)C2=O (stereo not drawn)	-3%	0%	-1.6%[3.08 µM]	.	.	.	-3%	.	.	-1.7%	.
O=C(Nc1ccc(N2CCOCC2)cc1)c1cnsn1	3%	0%	-1.9%	4%	5%	i	-2%	i	2%	0.2%	i
COc1cccc(C2CC(c3ccc(Cl)cc3)n3nc(N)nc3N2)c1 (stereo not drawn)	-2%	-3%	-2.4%	-8%	-18%	.	.	.	.	-0.2%	.
Cc1n[nH]c(C)c1S(=O)(=O)N1CCOCC1	-2%	1%	0.3%	1%	-6%	i	2%	?	0%	0.5%	i
CSc1nc(SCC(=O)NCc2ccco2)c2c3c(sc2n1)CN(C)CC3	-1%	-1%	0.4%	-24%	2%	i	9%	i	0%	-0.4%	i
CC(C)CN1CC2(CCN(C(=O)c3cnccn3)CC2)C1	-3%	-2%	-2.8%	-3%	0%	i	13%	i	-2%[9.22 µM]	0.3%	i
Cc1cc(C(=O)OCC(=O)N2C(C)CCCC2C)c(C)o1 (stereo not drawn)	1%	0%	-1.0%	8%	-6%	i	2%	i	1%	0.9%	i
Cc1cccc(Br)c1	-1%	-1%	0.1%	15%	.	.	.	.	.	-1.8%	.
CC(NCc1ccco1)C(=O)N1CCc2ccccc2C1 (stereo not drawn)	1%	-2%	-1.3%	6%	2%	i	6%	?	0%	0.6%	i
COC(=O)C1=C(C)NC(=O)C1(Nc1ccc(Cl)cn1)C(F)(F)F (stereo not drawn)	0%	-1%	-1.2%	?	-2%	?	-8%	?	-2%	0.1%	i
CCOC(=O)c1nnn(-c2nonc2N)c1CSc1ccc(C)cc1	-1%	-2%	5.6%	?	8%	i	-5%	?	0%	-0.3%	i
CC(=O)Nc1ccc2nc(-c3cccs3)[nH]c2c1	-2%	1%	-2.0%	1%[11.4 µM]	-7%[9.17 µM]	.	-5%[7.66 µM]	.	-2%	0.4%	.
CCN1C(=C2C(=O)c3ccccc3C2=O)C=Cc2ccccc21	-3%	-3%	0.3%	11%	4%	.	-6%	.	2%	0.4%	.
Cc1ccc(C)c(N(CC(=O)N(C)C)S(C)(=O)=O)c1	0%	0%	1.6%	2%	0%	i	1%	i	0%	-1.8%	i
COc1nc(NCc2cccnc2)nc(OC)n1	0%	-2%	0.7%	7%	-17%	.	-8%	.	-2%	-0.9%	.
COC(=O)COc1ccc(S(=O)(=O)Nc2ccccc2SC)cc1	-1%	-1%	0.0%	?	-5%	i	-2%	i	-2%	0.8%	i
CCOC(=O)C1=C(C)N=c2s/c(=C\c3cccn3C)c(=O)n2C1c1cccc(OC)c1OC (stereo not drawn)	-10%	-19%	33%[activator]	7%	9%	.	2%	.	19%	-4.4%	.
CC(C)CC(=O)Nc1ccc(C(=O)COc2ccc(-c3nnco3)cc2)cc1	1%	-6%	1.0%	-2%	-21%	i	29%	?	0%	0.3%	i
CCn1c(=O)cc(SCC(=O)Nc2ccc3c(c2)OCO3)c2ccccc21	-6%	-2%	5.8%	0%	-2%	i	41%[activator]	i	0%	0.0%	i
c1ccc(CN2CCN(c3ncccn3)CC2)nc1	3%	-4%	-0.1%	1%	0%	i	-2%	?	1%	-0.3%	i
C=CCOC(=O)C1=C(C)Nc2nnnn2C1c1cccc(OC)c1OC (stereo not drawn)	-1%	1%	0.6%	2%	-9%	i	13%	i	-1%	-2.1%	i
N#CCCCCn1c(-c2cncs2)nc2ccccc21	1%	2%	2.8%	20%	0%	?	-5%	?	-2%	-2.3%	i
Cc1ccccc1-c1cncnc1N1CCNCC1	2%	-2%	-3.7%	?	1%	i	-5%	?	-1%[9.22 µM]	-2.1%	i

From PubChem BioAssay

Not all compounds are listed; the hit share may differ from the screen's.
